Compound activity as filed in PubChem.
All columns: NCI-60 one-dose screen, growth in % after 48 h at 10 µM unless noted; 100 = growth as untreated, 0 = no growth, -100 = all killed.
MDA-MB-435 = MDA-MB-435 melanoma | AID 1794794 | 82,000 compounds, 7.8% hits
SK-MEL-2 = SK-MEL-2 melanoma; 77,000 compounds, 4.7% hits; AID 1794763
UACC-62 = UACC-62 melanoma; 81,000 compounds, 5.4% hits; AID 1794756
SK-MEL-5 = SK-MEL-5 melanoma | 80,000 compounds, 6.4% hits
MALME-3M = MALME-3M melanoma; 78,000 compounds, 5.8% hits
SK-MEL-28 = SK-MEL-28 melanoma. 81,000 compounds, 4.1% hits. AID 1794761
LOX IMVI = LOX IMVI melanoma; 79,000 compounds, 7.4% hits; AID 1794757
UACC-257 = UACC-257 melanoma. AID 1794764. 78,000 compounds, 4.4% hits
Starred values were filed as active, the others as inactive; / = no result given; & = joins results of further samples. The calls were made as follows: active = growth percent below 10; inactive = the rest.

SMILES | MDA-MB-435 | SK-MEL-2 | UACC-62 | SK-MEL-5 | MALME-3M | SK-MEL-28 | LOX IMVI | UACC-257
COc1ccc(-c2nn(-c3ccccc3)cc2C2CC(c3cc4ccccc4oc3=O)=NN2C(C)=O)cc1 (configuration not stated) | 101 | 112 | 97 | 103 | 103 | 105 | 102 | 103
C=C(C)[C@@H]1CC[C@]2(C(=O)N3CCOCC3)CC[C@]3(C)[C@H](CC[C@@H]4[C@@]5(C)C/C(=C/c6ccncc6)C(=O)C(C)(C)[C@@H]5CC[C@]43C)[C@@H]12 | 62 | 72 | 43 | 61 | 77 | 74 | 60 | 54
C/C=C/C(OC(C)=O)OC(C)=O | 108 | 79 | 102 | 103 | 105 | 98 | 98 | 105
CCOC(=O)/C=C1/S/C(=N\N=C\c2ccc(OS(=O)(=O)C(F)(F)C(F)(F)C(F)(F)C(F)(F)C(F)(F)C(F)(F)C(F)(F)C(F)(F)F)cc2)N(c2ccccc2)C1=O | 108 | 104 | 92 | 105 | 101 | 107 | 98 | 118
O=C1Nc2ccccc2/C1=C\c1nc(-c2ccccc2)n2ccccc12 | 90 | 94 | 78 | 90 | 119 | 113 | 85 | 124
COC1OC(CO)C(N=C(C)C)C1O (configuration not stated) | 100&109 | 110&102 | 100&102 | 108 | 106 | 107&108 | 107 | 107&109
COc1ccc(Cn2cc(C(=O)N=Nc3c(O)[nH]c4c(Cl)cccc34)nn2)cc1 | 101 | 93 | 102 | 101 | 100 | 115 | 94 | 93
O=C(O)Cc1cnnn1-c1ccccc1 | 93 | 100 | 97 | 98 | 101 | 106 | 97 | 88
C#C[C@]1(O)CC[C@H]2[C@@H]3CC=C4c5sc(Nc6ccc(N(C)C)cc6)nc5CC[C@]4(C)[C@H]3CC[C@@]21C | 5.2* | -33* | -2.2* | 0.6* | -45* | -22* | -80* | 46
CNC(=O)c1cc(-n2ccc3cc(NC(=O)Nc4ccc(Cl)c(C(F)(F)F)c4)ccc32)ccn1 | 58 | 78 | 49 | 25 | 57 | 63 | 49 | 57
COc1cc(OC)c2sc(-c3ccc(-n4cncc4-c4ccc(N)cc4)cc3)nc2c1 | 63 | 98 | 97 | 57 | 84 | 97 | 63 | 70
C[C@H](NC(=O)Nc1ccc2cc3ccc(NC(=O)N[C@@H](C)c4ccccc4)cc3nc2c1)c1ccccc1 | 95 | 86 | 88 | 102 | 104 | 105 | 91 | 101
Cc1cccc(N2CCN(C(N)=O)CC2)c1 | 101 | 114 | 100 | 100 | 91 | 110 | 105 | 104
CCC(C(=O)[C@@H](C)[C@@H](O)[C@H](C)[C@@H]1O[C@@H]([C@@H](CC)C(=O)NCC(F)(F)F)CC[C@@H]1C)[C@H]1O[C@]2(C=CC(=O)[C@]3(CC[C@@](C)([C@H]4CC[C@](O)(CC)[C@H](C)O4)O3)O2)[C@H](C)C[C@@H]1C (some centres not stated) | 69 | 98 | 63 | 79 | 82 | 85 | 87 | 82
CC(=O)/C=C/c1cc2cc(Cl)ccc2[nH]c1=O | 94 | 88 | 81 | 96 | 97 | 100 | 69 | /
CCOc1cccc(/C(N)=N/C(N)=N/c2nc3ccccc3s2)c1 | 100 | 117 | 81 | 92 | 115 | 105 | 13 | 113
COc1cccc(-c2cc(=O)c3cc(O)ccc3o2)c1 | 94 | 103 | 95 | 88 | 118 | 107 | 101 | 94
C/C(=N\N=C1\SCC(=O)N1c1ccc(Cl)cc1)c1cc2ccccc2oc1=O | 98 | / | 96 | 106 | 100 | 101 | 98 | 100
O=C(Nc1cccnc1)[C@H](O)[C@@H](O)C(=O)N1CCOCC1 | 108 | 104 | 94 | 102 | 96 | 120 | 100 | 90
S=C1C=C(c2ccccc2)SC2c3cccn3CCN12 (configuration not stated) | 113 | 88 | 71 | 97 | 88 | 110 | 90 | 99
O=C(CCCCC(=O)N/N=C\c1ccccc1O)N/N=C\c1ccccc1O | / | 76 | 14 | -15* | 33 | 48 | 26 | 26
O=C1NCCN1c1ncc([N+](=O)[O-])s1 | 150 | 94 | 108 | 96 | 90 | 122 | 96 | 93
NC(=O)N1N=C(c2ccccc2)CC1c1cn(-c2ccccc2)nc1-c1ccccc1 (configuration not stated) | 104 | 105 | 70 | 89 | 97 | 102 | 95 | 92
Nn1c(-c2ccc(-n3nc(-c4ccccc4)c4ccccc43)cc2)n[nH]c1=S | 91 | 99 | 95 | 71 | 96 | 98 | 89 | 108
O/N=C1\CCC2CCCCC2C1 (configuration not stated) | 104 | 101 | 106 | 102 | 98 | 108 | 98 | 107
SMILES | MDA-MB-435 | SK-MEL-2 | UACC-62 | SK-MEL-5 | MALME-3M | SK-MEL-28 | LOX IMVI | UACC-257
Cc1cc(C)nc(N)c1 | 103 | 98 | 115 | 101 | 97 | 105 | 104 | 91
COc1ccc2nccc(Cl)c2c1 | 108 | 97 | 90 | 102 | 103 | 110 | 98 | 92
NCc1ccccc1 | 99 | 104 | 112 | 108 | 90 | 109 | 99 | 99
O=C(CNC1CCCCC1)Nc1cc(O)ccc1O | 109 | 108 | 101 | 94 | 97 | 118 | 94 | 99
CC(=O)c1ccc(N=C2N=c3ccccc3=C/C2=C\c2c(O)[nH]c(=O)[nH]c2=O)cc1 | 102 | 99 | 94 | 93 | 88 | 107 | 93 | 94
N#Cc1c(-c2ccccc2)nc2c(c(-c3ccc(Cl)cc3)nn2-c2ccccc2)c1-c1ccc([N+](=O)[O-])cc1 | 103 | 104 | 87 | 99 | 101 | 102 | 95 | 96
O=C1/C(=C/c2ccc(O)cc2)COc2ccc(O)cc21 | 95 | 114 | 93 | 102 | 100 | 105 | 70 | 104
C[N+](C)(C)CC(=O)N/N=C\c1cccs1 | 107 | 114 | / | 108 | 111 | 112 | 98 | /
O=C(O)CCCC1CCc2ccccc2C1 (configuration not stated) | 108 | 109 | 101 | 105 | 115 | 121 | 100 | 107
Cn1ccnc1[C@@H]1C[C@@H]2C(=O)N(c3ccccc3)C(=O)[C@@H]2c2c1n(C)c1ccccc21 | 100 | 98 | 100 | 99 | 97 | 108 | 97 | 102
CCC(CO)(CO)CO | 99 | 104 | 104 | 101 | 91 | 116 | 99 | 104
COc1cc2c(=O)ccn(-c3ccc(N(C)C)cc3)c2cc1OC | 100 | 101 | 97 | 101 | 113 | 100 | 91 | 107
Oc1c(CN2CCCC2)cc(COCc2ccccc2)c2cccnc12 | 34 | 19 | -20* | -11* | 31 | 31 | 2.6* | -16*
CCCCCCCCOC(=O)c1ccccc1C(=O)O | 117 | 99 | 101 | 109 | 129 | 112 | 109 | 108
Nc1ccc(S(=O)(=O)c2cc(O)c3ccccc3c2O)cc1 | 113 | 104 | 99 | 87 | 114 | 111 | 76 | 109
CC1=C(Br)C(=O)C(C)=C(Br)C1=O | 110 | 108 | 108 | 115 | 95 | 103 | 104 | 112
O=C(Nc1ccc(-c2nc3ccccc3c(=O)[nH]2)cc1)c1cc2ccccc2[nH]1 | 99 | 83 | 72 | 80 | 101 | 107 | 91 | 89
NC(=NCCCOc1ccc(F)cc1)Nc1ccc(Cl)c(Cl)c1 | 79 | 96 | 79 | 51 | 98 | 94 | 56 | 77
O=S(=O)(NCCNc1nccc(-c2c(-c3cccc(F)c3)nc3sccn23)n1)c1ccc(C(F)(F)F)cc1 | 71 | 99 | 73 | 84 | 115 | 114 | 89 | 109
Cc1ccc(OCCOCCOCCOCCOc2ccc(C)n(O)c2=S)c(=S)n1O | 29 | 12 | -0.2* | -16* | 16 | 31 | 4.3* | -9.1*
O=C(O)c1cccc2c1-c1ccccc1C(Br)C2Br (configuration not stated) | 103 | 121 | 105 | 111 | / | 107 | 108 | 108
COc1ccc2cc(-c3cc4ccc(OC)cc4oc3=O)c(=O)oc2c1 | 108 | 107 | 101 | 93 | 97 | 126 | 103 | /
Cc1ccsc1[C@@H]1C[C@@H]2Cc3ccccc3N1O2 | 100 | 112 | 106 | 107 | 102 | 111 | 98 | 95
Nc1ccc(S(=O)(=O)NN=C2CCCC2)cc1 | 110 | 105 | 98 | 99 | 99 | 110 | 91 | 96
CCSc1oc(-c2ccccc2)nc1S(=O)(=O)c1ccc(F)cc1 | 105 | 85 | 72 | 77 | 102 | 110 | 96 | 83

Taken from above.
UACC-257 result of O=C(O)CCCC1CCc2ccccc2C1 (configuration not stated) → 107
SK-MEL-2 result of O=S(=O)(NCCNc1nccc(-c2c(-c3cccc(F)c3)nc3sccn23)n1)c1ccc(C(F)(F)F)cc1 → 99
MALME-3M result of COc1ccc2nccc(Cl)c2c1 → 103
SK-MEL-5 result of NCc1ccccc1 → 108
MALME-3M result of Cc1ccsc1[C@@H]1C[C@@H]2Cc3ccccc3N1O2 → 102
SK-MEL-2 result of COc1ccc2cc(-c3cc4ccc(OC)cc4oc3=O)c(=O)oc2c1 → 107

The listing picks up, starting 2 compounds before the break.
SMILES | MDA-MB-435 | SK-MEL-2 | UACC-62 | SK-MEL-5 | MALME-3M | SK-MEL-28 | LOX IMVI | UACC-257
Nc1ccc(S(=O)(=O)NN=C2CCCC2)cc1 | 110 | 105 | 98 | 99 | 99 | 110 | 91 | 96
CCSc1oc(-c2ccccc2)nc1S(=O)(=O)c1ccc(F)cc1 | 105 | 85 | 72 | 77 | 102 | 110 | 96 | 83
O=C(O)CCc1cccc(O)c1 | 117 | 129 | 100 | 107 | 106 | 107 | 93 | 120
CCNc1nc2ccc(Nc3ccnc4cc(Cl)ccc34)cc2[nH]1 | 93 | 103 | 93 | 83 | 119 | 99 | 71 | 98
N#C/C(=C\c1ccccn1)c1nc2cc(Br)ccc2s1 | 101 | 91 | 88 | 92 | 92 | 109 | 89 | 97
COc1ccc(-c2ccc(NC(=O)Nc3ccccc3)c(C)n2)cc1OC | 108 | 90 | 86 | 93 | 103 | 107 | 96 | 81
Oc1c(Cl)cc(Cl)cc1C=Nc1cc(C(F)(F)F)ccc1N1CCc2ccccc2C1 | 104 | 90 | 68 | 68 | / | 91 | 77 | 85
C=C(C)[C@@H]1CC=C2c3sc(-c4ccc(O)cc4)nc3C[C@@H](C)[C@]2(C)C1 | 101 | 106 | 85 | 102 | 94 | 100 | 97 | 98
CS(=O)(=O)OC1C(COC(=O)c2ccccc2)OC2C1Oc1nc(=O)ccn12 (configuration not stated) | 105 | 101 | 103 | 103 | 116 | 110 | 106 | 104
COc1ccc(/C=N/NC(=O)c2cnn3c2N(C(C)=O)C(c2ccccc2)C3)cc1OC1CCCC1 (configuration not stated) | 97 | 103 | 79 | 88 | 120 | 103 | 86 | 106
[O-][n+]1onc(-c2ccccc2)c1N=C/C=C/c1ccccc1 | 97 | 99 | 89 | 99 | 100 | 104 | 89 | 101
O=c1[nH]c(-c2cccnc2)nc2c1sc(=S)n2-c1ccc(F)cc1 | 114 | 71 | 96 | 99 | 88 | 107 | 96 | 91
O=C(O)c1ccnc(Br)c1 | 104 | 105 | 106 | 93 | 107 | 111 | 107 | 104
COc1ccccc1NC(=O)c1cccc(C2CCc3c(cc(OC)c(OC)c3OC)O2)c1 (configuration not stated) | 85 | 82 | 52 | 85 | 106 | 95 | 87 | 94
COc1ccc2oc(=O)cc(-c3c4nc(c(-c5cc(=O)oc6ccc(OC)cc56)c5ccc([nH]5)c(-c5cc(=O)oc6ccc(OC)cc56)c5nc(c(-c6cc(=O)oc7ccc(OC)cc67)c6ccc3[nH]6)C=C5)C=C4)c2c1 | 104 | 121 | 67 | 68 | 111 | 108 | 81 | 90
COc1ccc(CC(N)C(=O)O)cc1 (configuration not stated) | 106 | 94 | 107 | 101 | 100 | 112 | 93 | 94
O=c1[nH]c2ccc(Oc3ncccn3)cc2c(=O)n1Cc1cccc(NC(=S)Nc2ccc(F)cc2)c1 | 93 | 84 | 64 | 80 | 95 | 95 | 89 | 88
CCCC1C(CC)CC(CC)C(O)C1(CC)CO (configuration not stated) | 105 | 93 | 101 | 101 | 95 | 103 | 100 | /
CCCSc1nnc(-c2ccc(-c3ccc(Cl)cc3)nc2C)o1 | 95 | 116 | 80 | 99 | 96 | 102 | 101 | 99
OCc1ncc(-c2ccc(C(F)(F)F)cc2)c(N[C@@H]2C[C@H]3CC[C@@H]2C3)n1 | 98 | / | 98 | 91 | 104 | 106 | 99 | 113
Cc1ccc(S(=O)(=O)OCC2C3C=CC(C3)C2COS(=O)(=O)c2ccc(C)cc2)cc1 (configuration not stated) | 108 | 74 | 74 | 84 | 95 | 108 | 91 | 93
CCCCCCNC(=O)Oc1ccc(/C(=C(\C)c2ccccc2)c2ccc(OCCN3CCCCC3)cc2)cc1 | 68 | 75 | 5.2* | 71 | 34 | 49 | 54 | -0.3*
CC1=C(c2cc(-c3ccc(N(C)C)cc3)c(C#N)c(=O)[nH]2)C(c2ccccc2)NC(=S)N1 (configuration not stated) | 97 | 109 | 94 | 102 | 98 | 105 | 101 | 106
CCOC(=O)Cc1cnn(C)c1-n1c(-c2ccccc2)nc2cc(Cl)ccc2c1=O | 103 | 95 | 92 | 109 | 102 | 105 | 103 | 102

A draw from above in order of count of non-hydrogen atoms, lowest first.
SMILES | MDA-MB-435 | SK-MEL-2 | UACC-62 | SK-MEL-5 | MALME-3M | SK-MEL-28 | LOX IMVI | UACC-257
COc1ccc(CC(N)C(=O)O)cc1 (configuration not stated) | 106 | 94 | 107 | 101 | 100 | 112 | 93 | 94
CCCC1C(CC)CC(CC)C(O)C1(CC)CO (configuration not stated) | 105 | 93 | 101 | 101 | 95 | 103 | 100 | /
CCNc1nc2ccc(Nc3ccnc4cc(Cl)ccc34)cc2[nH]1 | 93 | 103 | 93 | 83 | 119 | 99 | 71 | 98
